Source: PubChem (several laboratories)
zVAD death inh: inhibitors of zVAD-triggered necroptosis, primary screen, L929 cells. L929 zVAD necroptosis rescue, ATP luminescence, 24 h; with zVAD 60 µM. viability rescue, % at 10 µM. actives 0.38% (n = 220,000). AID 1377, 2008;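 active = activation, scaled between plate controls, above about 75%, limit read from the data; inactive = activation under that limit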;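 note: 0% = zVAD with DMSO and 100% = DMSO alone without zVAD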
Tb hexokinase: Trypanosoma brucei hexokinase 1 inhibitors, primary screen, biochemical, G6PDH-coupled NADH absorbance, MLSCN library | hexokinase 1 [Trypanosoma brucei] | recombinant TbHK1, G6PDH-coupled NADH A340 | inhibition, % at 10 µM | actives 0.11% (n = 220,000);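 active = inhibition of 50% or more in the single-dose primary screen; inactive = inhibition below 50%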
Hck Nef HTS: inhibitors of Nef-activated human Hck kinase, primary screen, biochemical, Z-Lyte FRET, 384-well, Hck-YEEI; Recombinant Hck-YEEI plus Nef, Z-Lyte FRET kinase assay; AID 463187, 2010; actives 0.68% (n = 220,000); inhibition, % at 20 µM;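 active = Hck-Nef kinase inhibition above about 50%, limit read from the data; inactive = inhibition below that limit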;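 note: 0% = DMSO with Hck plus Nef and 100% = Hck alone without Nef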
Runt-CBFb FRET: inhibitors of RUNX1 Runt–CBFb binding, primary screen, biochemical, FRET, Cerulean-Runt, Venus-CBFb, uHTS | Runt-related transcription factor 1 (Homo sapiens) + Core-binding factor subunit beta … | Cerulean-Runt/Venus-CBFb FRET ratio 530/480, 1 h | inhibition, % at 20 µM | actives 0.46% (n = 220,000) | AID 1496, 2009;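 active = inhibition over about 50% at 20 µM in the single-dose screen, limit read from the data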;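 note: 0% = DMSO wells and 100% = excess unlabeled CBFb competitor control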
Target sequence (Q01196 whole entry, looked up): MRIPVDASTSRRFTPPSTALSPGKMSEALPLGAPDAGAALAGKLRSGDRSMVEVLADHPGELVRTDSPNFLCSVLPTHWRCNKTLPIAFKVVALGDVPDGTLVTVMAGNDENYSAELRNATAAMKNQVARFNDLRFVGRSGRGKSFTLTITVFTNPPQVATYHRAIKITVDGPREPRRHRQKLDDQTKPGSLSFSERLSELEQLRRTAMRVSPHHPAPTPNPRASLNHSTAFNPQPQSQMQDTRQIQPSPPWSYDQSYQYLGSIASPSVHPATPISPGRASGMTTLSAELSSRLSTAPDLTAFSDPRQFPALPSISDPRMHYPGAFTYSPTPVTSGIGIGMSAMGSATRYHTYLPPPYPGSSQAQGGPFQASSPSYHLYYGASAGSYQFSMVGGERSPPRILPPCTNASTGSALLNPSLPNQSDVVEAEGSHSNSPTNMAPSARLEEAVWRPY
Target sequence (Q13951 whole entry, looked up): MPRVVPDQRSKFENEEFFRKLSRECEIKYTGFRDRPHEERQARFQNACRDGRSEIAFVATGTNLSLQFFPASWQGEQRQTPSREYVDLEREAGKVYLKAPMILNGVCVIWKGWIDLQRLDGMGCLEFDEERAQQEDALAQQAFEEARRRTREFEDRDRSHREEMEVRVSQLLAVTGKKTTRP
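Assay system: Cerulean-Runt domain fusion protein, energy donor; Signal: fluorescence energy transfer, 422 nm excitation, 530/480 nm emission; Timing: 1 h compound exposure, room temperature; Control set: unlabeled CBFb; Medium: Tris buffer pH 7.5 with salts and BSA; Compound: single test concentration of 20 µM, 1% DMSO final; Probe or stimulus: Venus-CBFb 100 nM.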
14-3-3 Bad inh: inhibitors of 14-3-3 zeta/Bad binding, primary screen, biochemical, TR-FRET, bovine 14-3-3 zeta | AID 781, 2007 | TR-FRET 14-3-3zeta/Dy647-pBad peptide displacement, 1 h | actives 0.71% (n = 220,000) | inhibition, % at 21.7 µM;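 active = inhibition above about 70%, limit read from the data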;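 note: 0% = full 14-3-3 plus peptide FRET controls and 100% = background without 14-3-3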
NCF1 inh: p47phox/p22phox peptide binding inhibitors, primary screen, biochemical, uHTS, NADPH oxidase regulatory subunit | Neutrophil cytosol factor 1 (Homo sapiens), P14598 | fluorescence polarization, 2 h | inhibition, % at 24.7 µM | actives 0.53% (n = 220,000);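 active = inhibition above about 30%, limit read from the data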;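 note: 0% = p47phox with labelled peptide and 100% = labelled peptide alone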
Target sequence (P14598 whole entry, looked up): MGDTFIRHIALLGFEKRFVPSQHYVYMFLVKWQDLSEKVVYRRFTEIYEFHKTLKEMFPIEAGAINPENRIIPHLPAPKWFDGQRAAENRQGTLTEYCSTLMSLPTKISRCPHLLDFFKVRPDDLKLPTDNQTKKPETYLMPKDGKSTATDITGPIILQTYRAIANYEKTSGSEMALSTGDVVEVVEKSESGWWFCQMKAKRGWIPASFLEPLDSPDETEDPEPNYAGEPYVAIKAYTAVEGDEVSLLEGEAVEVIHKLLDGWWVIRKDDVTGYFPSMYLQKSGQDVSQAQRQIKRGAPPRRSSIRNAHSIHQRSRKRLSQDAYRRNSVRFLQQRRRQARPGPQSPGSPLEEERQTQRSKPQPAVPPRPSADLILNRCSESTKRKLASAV
Mdm2 ligase inh: MDM2-luciferase reporter signal enhancers, primary screen, MDM2 E3 ligase inhibitor project, cell-based, luminescence, 1536-well | E3 ubiquitin-protein ligase Mdm2 (Homo sapiens), Q00987 | cell-based MDM2 ubiquitination luciferase reporter, 2 h; 0 = plate control, 100 = twice control, blank-subtracted | signal enhancement, % at 5 µM | actives 0.11% (n = 210,000);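 active = signal enhancement of 30% or more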;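 note: luminescence tracks abundance of the self-degrading MDM2-luciferase fusion protein; higher signal means inhibition of MDM2 E3 ligase activity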
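system = mammalian cells stably expressing self-ubiquitinating, self-degrading MDM2 E3–luciferase fusion | quantity = 2000 cells per well seeded | incubation = 4 h cell settling then 2 h compound exposure, 37 °C | signal = SteadyLite luminescence, 15 min reagent step | benchmarks = plate control and blank wells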
EBV gp42 inh: Epstein-Barr virus gp42 inhibitors, primary screen, biochemical, uHTS, fluorescence polarization; Fluorescence polarization binding assay, mP read-out; inhibition, % (tested at 21.74 µM); AID 1085, 2008; Glycoprotein 42 (Epstein-Barr virus (strain AG876)), Q1HVG2; actives 0.42% (n = 220,000); in the data active = inhibition above about 50%
Runt-SMMHC FRET: inhibitors of RUNX1 Runt–CBFb-SMMHC binding, primary screen, biochemical, FRET, Cerulean-Runt, Venus-CBFb-SMMHC, uHTS; actives 0.74% (n = 220,000); inhibition, % at 20 µM; AID 1434, 2008; Cerulean-Runt/Venus-CBFb-SMMHC FRET ratio 530/480, 1 h;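 active = mean inhibition across duplicate retests at 20 µM reaching about 50%, limit read from the data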;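 note: 0% = DMSO wells and 100% = wells with excess untagged CBFb-SMMHC; inhibitors lower the FRET ratio by blocking Runt binding to CBFb-SMMHC; some results filed as inactive read as strong as hits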
* marks the source's active call; other numbers are inactive results; x = no result given; [ ] = dose if it differs, or a comment.

SMILES	zVAD death inh	Tb hexokinase	Hck Nef HTS	Runt-CBFb FRET	14-3-3 Bad inh	NCF1 inh	Mdm2 ligase inh	EBV gp42 inh	Runt-SMMHC FRET
Cc1c(N=Cc2nc3ccccc3n2C)c(=O)n(-c2ccccc2)n1C	0.5	-11.9	2.5	-1.5	0.7[fluorescence artefact?]	-4.8	-46.0	-2.4	-0.5
Cc1ccc(-c2nnc(SCC(=O)N3CCN(c4ccccc4)CC3)o2)cc1	3.7	-7.8	1.2	-0.8	1.0	6.2	-21.2	9.5	0.6
CCOC(=O)CN1C(=O)C(=O)c2cccc(C)c21	-0.4	-3.8	15.8	3.1	-4.2	-2.7	-5.9	4.2	-1.6
CCCNC(=O)[C@H](Cc1c[nH]c2ccccc12)NC(=O)c1ccccc1Cl	-0.1	-5.7	3.5	1.7	1.7	0.0	-5.0	-6.3	-2.1
CCCCC(=O)Nc1ccc(NC(=S)NC(=O)CCCCl)cc1OC	0.9	-8.0	6.0	0.3	-9.8	-11.7	-3.0	-1.9	3.5
COc1ccccc1-n1c(SCC(=O)N2CCCCC2)nc2cccnc21	-0.4	-5.2	1.9	-2.2	-1.2	-6.9	-13.5	0.2	-0.8
Cc1c(N=C2NC(=O)C(CC(=O)Nc3ccc(Cl)cc3)S2)c(=O)n(-c2ccccc2)n1C (configuration not stated)	-0.1	-1.6	0.5	0.9	-6.3	-13.5	-14.6	5.2	3.1
COc1cccc(C2CC(C(F)(F)F)n3ncc(C(=O)NCC4CCCO4)c3N2)c1 (configuration not stated)	-0.1	-0.6	1.0	-0.4	-2.8	-25.1	-12.8	-14.2	1.2
C=CCn1c(=NC(=O)C2COc3ccccc3O2)sc2cccc(OC)c21 (configuration not stated)	0.1	-25.5	9.2	1.2	-0.7	-8.7	-14.2	-10.8	0.4
COCCNC(=O)CSc1cc(=O)n(C)c2cc(Cl)ccc12	1.4	-13.7	23.9	1.5	-10.4	4.2	-3.6	6.2	-3.6
O=C(COc1ccc2ccccc2c1)NN1C(=O)c2ccccc2C1=O	0.7	31.6	2.1	7.0	-27.9	0.8	-4.7	-2.2	4.3
O=C1c2ccccc2NC(c2cn[nH]c2-c2ccc(Cl)cc2)N1O (configuration not stated)	1.7	-14.3	2.9	-1.1	-5.3	-0.3	-7.4	3.4	4.9
Cc1ccc(/C=C(\C#N)C(=O)Nc2cccc3ncccc23)o1	0.8	-25.4	11.7	124.8*	-16.5	-21.8	1.2	-17.8	x
CCOC(=O)Cc1csc(NS(=O)(=O)c2ccc(C(F)(F)F)cc2)n1	0.4	-6.7	9.0	-2.2	-16.2	2.0	-12.0	3.1	1.3
Cn1/c(=N/NC(=O)c2ccccc2F)sc2ccccc21	0.3	6.6	13.9	-1.5	9.8	-6.3	0.8	-14.8	0.6
COc1ccc(C(=O)c2c(O)cc(-c3ccc(OC)cc3)oc2=O)cc1	0.3	-19.7	3.7	-2.1	0.6[fluorescence artefact?]	-3.9	-9.1	-0.3	-0.5
O=C(CC(Nc1ccccc1)C(=O)O)c1ccccc1 (configuration not stated)	x	x	x	4.8	-13.7	-40.5	2.7	34.9	8.5
CCOC(=O)c1sc(NC(=O)Nc2ccccc2Cl)cc1C	2.3	30.0	5.8	2.1	-4.4[fluorescence artefact?]	-26.7	-29.1	-4.0	2.2
Cc1ccsc1/C=N/NC(=O)c1ccc([N+](=O)[O-])cc1	0.6	-4.3	21.8	-1.3	-10.2	-0.9	-9.5	2.8	-4.1
CCN1CCN(C(=S)Nc2cccc([N+](=O)[O-])c2)CC1	1.2	0.8	1.5	-0.5	1.1	-13.2	-11.5	-10.2	-3.8
Cc1cccc(-n2nnnc2-c2cnccc2C(F)(F)F)c1C	0.0	-3.6	-3.8	1.6	-4.7	-12.7	-12.2	-12.5	2.7
NNC(=O)c1oc2nc(-c3ccccc3)cc(-c3ccco3)c2c1N	1.6	-30.7	-10.0	-57.1	-6.3	-29.9	-0.5	-17.2	-26.2
Cn1c(N)c(C(=O)c2ccccc2)c(=O)n(C)c1=O	-1.0	-10.8	3.6	2.0	-3.3	-12.4	-2.1	-7.8	-1.6
COc1cccc(-c2nnc(NC(=O)c3ccc(S(=O)(=O)N4CC(C)OC(C)C4)cc3)o2)c1 (configuration not stated)	0.2	-2.3	2.9	1.8	4.7	-5.0	-10.9	-2.0	4.6
CN(Cc1ccco1)C(=O)C1CCC(=O)N1Cc1ccc(F)cc1 (configuration not stated)	-0.1	-3.5	-0.9	-0.7	x	x	-16.7	x	1.6
CCOC(=O)C[N+](C)(C)CCOC1CC2CCC1(C)C2(C)C (configuration not stated)	2.6	5.5	23.0	2.2	1.4	4.4	0.5	2.2	7.4
Cc1ccccc1NC(=O)CSc1n[nH]c(-c2ccco2)n1	0.9	3.6	17.4	0.0	1.3	0.1	-12.8	-2.9	0.6
CCOc1cc(C(=O)Nc2cc(C)on2)cc(OCC)c1OCC	-0.3	-4.0	0.1	-2.6	-0.5	-8.1	-30.8	-17.6	1.2
CC(C)Oc1ccc(-c2cc(C(=O)NCCN3CCOCC3)c3ccccc3n2)cc1	0.0	-28.5	0.4	-1.4	9.8[fluorescence artefact?]	-1.2	-28.6	-0.7	0.9
O=C(CCNC(=O)c1ccccc1Cl)Nc1cc(S(=O)(=O)N2CCOCC2)ccc1N1CCCC1	-0.5	-8.3	29.0	0.9	-3.2	-11.5	x	-4.3	0.6

Copied from above (2 entries):
SMILES	zVAD death inh	Tb hexokinase	Hck Nef HTS	Runt-CBFb FRET	14-3-3 Bad inh	NCF1 inh	Mdm2 ligase inh	EBV gp42 inh	Runt-SMMHC FRET
NNC(=O)c1oc2nc(-c3ccccc3)cc(-c3ccco3)c2c1N	1.6	-30.7	-10.0	-57.1	-6.3	-29.9	-0.5	-17.2	-26.2
Cn1c(N)c(C(=O)c2ccccc2)c(=O)n(C)c1=O	-1.0	-10.8	3.6	2.0	-3.3	-12.4	-2.1	-7.8	-1.6

6 compounds from above, ordered by length of the SMILES, rising.
SMILES	zVAD death inh	Tb hexokinase	Hck Nef HTS	Runt-CBFb FRET	14-3-3 Bad inh	NCF1 inh	Mdm2 ligase inh	EBV gp42 inh	Runt-SMMHC FRET
O=C(CC(Nc1ccccc1)C(=O)O)c1ccccc1 (configuration not stated)	x	x	x	4.8	-13.7	-40.5	2.7	34.9	8.5
Cc1cccc(-n2nnnc2-c2cnccc2C(F)(F)F)c1C	0.0	-3.6	-3.8	1.6	-4.7	-12.7	-12.2	-12.5	2.7
CN(Cc1ccco1)C(=O)C1CCC(=O)N1Cc1ccc(F)cc1 (configuration not stated)	-0.1	-3.5	-0.9	-0.7	x	x	-16.7	x	1.6
NNC(=O)c1oc2nc(-c3ccccc3)cc(-c3ccco3)c2c1N	1.6	-30.7	-10.0	-57.1	-6.3	-29.9	-0.5	-17.2	-26.2
CC(C)Oc1ccc(-c2cc(C(=O)NCCN3CCOCC3)c3ccccc3n2)cc1	0.0	-28.5	0.4	-1.4	9.8[fluorescence artefact?]	-1.2	-28.6	-0.7	0.9
O=C(CCNC(=O)c1ccccc1Cl)Nc1cc(S(=O)(=O)N2CCOCC2)ccc1N1CCCC1	-0.5	-8.3	29.0	0.9	-3.2	-11.5	x	-4.3	0.6

(more compounds)
SMILES	zVAD death inh	Tb hexokinase	Hck Nef HTS	Runt-CBFb FRET	14-3-3 Bad inh	NCF1 inh	Mdm2 ligase inh	EBV gp42 inh	Runt-SMMHC FRET
CC(=C/c1ccc(C(C)C)cc1)/C=N/NC(=O)CSc1ccccn1	5.2	4.5	1.1	-2.0	-12.9	-21.1	9.2	5.3	-3.8
CCOC(=O)c1cc(C#N)c(SCC(=O)OC)[nH]c1=O	0.8	-43.4	8.3	2.5	32.6	-18.9	-2.1	-9.4	-2.5
Cn1cnnc1SC1CCCCC1NS(=O)(=O)c1ccccc1 (configuration not stated)	0.1	-5.1	-1.1	-1.4	-5.5	1.3	-13.0	0.1	0.3
CCCc1cc2c(=O)c(-c3ccc4c(c3)OCCO4)coc2cc1OS(C)(=O)=O	2.6	28.5	3.2	1.9	-15.7[fluorescence artefact?]	-10.5	-8.7	-16.2	-2.9
COC(=O)c1nc2ccccc2s1	-0.3	7.2	7.6	-1.1	3.5	-6.4	x	-11.8	-0.8
Cc1ccc(S(=O)(=O)N(C)C)cc1NC(=O)COC(=O)/C(=C/c1ccc(F)cc1)c1cccs1	0.3	-6.6	6.2	-1.3	15.0[fluorescence artefact?]	-71.0	-15.2	-29.9	-5.3
COc1ccc(CC(=O)NNC2=Nc3cccc4cccc2c34)cc1	0.3	-4.3	17.1	-3.7	8.7	-79.2	-15.4	-15.3	-3.8
CS(=O)(=O)c1cnc2c(-c3ccc(F)cc3)cnn2c1N	0.7	3.5	0.1	-1.4	-1.8	5.0	-4.9	-6.5	3.1
CS(=O)(=O)N(CCc1ccccc1)CC(=O)N1CCN(c2ccc(F)cc2)CC1	-0.4	-3.1	-5.5	-0.1	-13.3[fluorescence artefact?]	-6.9	-1.0	-23.4	-0.9
CCCCSc1nc(C)c(CC(=O)OC)c(=O)[nH]1	2.9	0.8	-0.6	-1.1	3.5[fluorescence artefact?]	-6.3	-7.9	-23.5	-3.6
Clc1ccc(-c2cn3nc4c(nc3n2)CCCC4)cc1	0.6	-7.0	0.6	12.3	-8.7	-50.1	-4.4	-13.1	57.2
CCCCC(=O)Nc1ccc(C(=O)Nc2ccc(S(=O)(=O)Nc3ccc(C)cc3)cc2)cc1	1.3	7.5	6.1	-2.0	-6.4	-1.7	4.7	5.9	-9.6
CCOC(=O)C1(Cc2cccc(F)c2)CCN(C2CCOCC2)CC1	-1.6	-1.8	26.0	-1.0	-10.3	4.3	-9.2	3.8	-1.1
COc1cc(NC(=S)NC(=O)c2ccco2)ccc1NC(=O)C(C)C	3.0	-8.7	4.0	3.5	-10.6	-0.5	-9.7	-1.7	2.4
